Compound activity from PubChem BioAssay.
OPRM1-OPRD1 inv – mu-delta opioid heterodimer inverse agonism; P35372+P41143; AID 504357; inhibition, % at 9.3 µM; 340,000 compounds, 0.21% hits; cell-based MOR-DOR heterodimer luminescence; in the data active means inhibition above about 22%, passing the limit was not always enough;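 further: 0% = cells with DMSO and 100% = wells without cells with DMSO; values of inactives mirror those of a sister screen read the other way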
RTF Ca sens inh – cardiac RTF calcium desensitization; P19429+P45379; IANBD-labeled cardiac RTF, Ca2+ fluorescence; inhibition, % at 7.15 µM; 340,000 compounds, 0.12% hits;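 active means inhibition above the mean inhibition of all tested compounds plus 3 SD, cut at about 17% in these data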;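 further: assay run at fixed EC70 calcium of 1.6 mM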
HTR5A ag ctr – HTR5A agonism, opioid heterodimer counter-screen; HTR5A agonist assay, luminescence, cell-based; activation, % at 9.3 µM; 340,000 compounds, 0.61% hits; in the data active means activation mostly above about 9.5%, no sharp cut-off; inactive means mostly below about 7.6%;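 further: 0% = cells with vehicle only and 100% = reference agonist; strong numbers were not always called active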
Target sequence (P47898 whole entry, looked up): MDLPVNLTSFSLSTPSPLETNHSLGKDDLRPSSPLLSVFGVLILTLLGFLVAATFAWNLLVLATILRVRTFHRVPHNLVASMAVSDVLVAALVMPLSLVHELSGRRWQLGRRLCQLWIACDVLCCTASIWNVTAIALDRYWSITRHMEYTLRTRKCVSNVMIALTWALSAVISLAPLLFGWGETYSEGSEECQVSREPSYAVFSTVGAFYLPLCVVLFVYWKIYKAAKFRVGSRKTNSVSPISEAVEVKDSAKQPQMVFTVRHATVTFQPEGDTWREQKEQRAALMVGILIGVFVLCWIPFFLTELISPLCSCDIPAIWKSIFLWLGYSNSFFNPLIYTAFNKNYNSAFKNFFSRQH
HTR5A inv ctr – inverse agonist of human HTR5A in OPRM1-OPRD1 counter-screen | 340,000 compounds, 0.083% hits | AID 504634 | P47898 | HTR5A cell line, luminescence, inverse agonism | inhibition, % at 9.3 µM; in the data active means inhibition mostly above about 23%, no sharp cut-off; inactive means mostly below about 18%;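 further: 0% = cells with DMSO and 100% = no-cell wells with DMSO; some compounds called inactive have numbers as strong as hits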
RTF Ca sens act – increases calcium sensitivity of human cardiac regulated thin filaments; P19429+P45379; IANBD-labeled TnC RTF fluorescence at EC20 calcium; 0% EC20 calcium, 100% full calcium; activation, % at 7.2 µM; 340,000 compounds, 0.24% hits; AID 493008;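 active means activation above the mean over all tested compounds plus 3 SD, cut at about 30% in these data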;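 further: rise in fluorescence read as greater calcium sensitivity of cardiac thin filaments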
CAL-PDZ inh HTS – blocks peptide binding to the human CAL PDZ domain; 300,000 compounds, 0.92% hits; purified CAL PDZ, TMR-peptide fluorescence polarization, 1 h; inhibition, % at 24.9 µM; AID 602252; Q9HD26;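 active means mean inhibition of at least 30% with at least half of replicates also reaching 30%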;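 further: 0% = DMSO neutral control and 100% = excess unlabeled competitor peptide PRC23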
MOR-DOR ag – agonists of human mu-delta opioid receptor heterodimerization | cells, OPRM1-OPRD1 heterodimerization, luminescence | activation, % at 9.3 µM | 340,000 compounds, 0.3% hits | AID 504326; in the data active means activation above about 18%;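 further: 0% = vehicle-treated cells and 100% = reference agonist; values of inactives mirror those of a sister screen read the other way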
V-ATPase pHluor – yeast V-ATPase proton transport regulation by pHLuorin; S. cerevisiae, pHLuorin cytosolic pH fluorescence; response, % at 10 µM; 350,000 compounds, 0.37% hits; AID 504577; in the data active means response mostly above about 7.3%, no sharp cut-off; inactive means mostly below about 5.4%; further: actives read high; inactives centre near 0; some compounds called inactive have numbers as strong as hits; reference of the scale not given here
Keap1 Nrf2 FP – Keap1-Nrf2 (human) interaction inhibition | inhibition, % at 9.4 µM | 340,000 compounds, 0.15% hits | Keap1 Kelch-Nrf2 peptide fluorescence polarization, 1536-well | Q14145; in the data active means inhibition above about 12%;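 further: human Keap1 Kelch domain with fluorescein labeled Nrf2 9mer peptide probe; 0% = neutral control wells and 100% = peptide positive control; higher means more block of Keap1 binding to Nrf2 peptide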
Target sequence (Q14145 whole entry, looked up, the tested form may be a part): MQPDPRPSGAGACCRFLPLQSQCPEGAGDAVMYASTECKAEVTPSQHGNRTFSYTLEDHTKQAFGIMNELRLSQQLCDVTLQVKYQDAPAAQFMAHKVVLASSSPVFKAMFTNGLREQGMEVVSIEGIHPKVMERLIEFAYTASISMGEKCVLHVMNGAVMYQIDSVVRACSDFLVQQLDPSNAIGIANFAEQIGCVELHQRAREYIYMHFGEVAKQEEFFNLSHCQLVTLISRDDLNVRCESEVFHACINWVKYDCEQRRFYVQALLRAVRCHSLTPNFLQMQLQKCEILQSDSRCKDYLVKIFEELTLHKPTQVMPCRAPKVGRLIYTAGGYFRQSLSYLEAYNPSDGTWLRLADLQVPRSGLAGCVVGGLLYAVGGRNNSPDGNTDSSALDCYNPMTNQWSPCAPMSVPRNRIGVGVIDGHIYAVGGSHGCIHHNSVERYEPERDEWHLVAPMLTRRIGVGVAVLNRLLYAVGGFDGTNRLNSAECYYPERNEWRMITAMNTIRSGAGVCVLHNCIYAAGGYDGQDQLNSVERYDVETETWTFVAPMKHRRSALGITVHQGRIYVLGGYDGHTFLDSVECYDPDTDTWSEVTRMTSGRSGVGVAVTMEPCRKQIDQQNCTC
LANA DNA inh – blocks KSHV LANA C-terminal domain binding to DNA | inhibition, % at 9 µM | MBP-C-LANA/FAM-LBS DNA binding, fluorescence polarization | AID 504423 | 340,000 compounds, 0.078% hits;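 active means highest replicate inhibition at or above 60% at 9 µM, even if other replicates fall short; inactive means all replicates below 60% inhibition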;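 further: 0% = neutral control wells and 100% = 4 µM acridine orange control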
* marks the source's active call; other numbers are inactive results; . = no result given. Rows are unselected; 2.8% or so of the library scored in one or more.

SMILES	OPRM1-OPRD1 inv	RTF Ca sens inh	HTR5A ag ctr	HTR5A inv ctr	RTF Ca sens act	CAL-PDZ inh HTS	MOR-DOR ag	V-ATPase pHluor	Keap1 Nrf2 FP	LANA DNA inh
O=C(Nc1cc(S(=O)(=O)N2CCOCC2)ccc1N1CCOCC1)c1ccc(S(=O)(=O)N2CCCCC2)cc1	7	5	0	0	3	-3	-1.3	-2	-5	-0.1
COc1ccccc1NC(=O)NNC(=O)c1ccncc1	17	-3	1	-6	-7	-2	-3.4	4	-3	4.8
Cn1nnnc1SCC(=O)N1CCc2ccccc21	6	-5	6	-19	6	-16	-1.2	-5	1	-0.1
Cc1cc(Br)ccc1NC(=O)CN1C(=O)C2CC=CCC2C1=O (configuration not stated)	20	-2	2	-8	-8	.	-3.8	1	0	1.5
CCN1C(=O)c2cccc3c(S(=O)(=O)N4CCNCC4)ccc1c23	12	-7	3	-7	2	-5	-3.0	-56	-1	0.5
O=C(/C=C\c1ccco1)c1ccc(NC(=O)c2ccco2)cc1	-4	-1	-3	8	-2	7	0.7	-3	-6	-2.0
COc1ccc(C(CNC(=O)c2ccc(N3CCCC3=O)cc2)N(C)C)cc1 (configuration not stated)	4	9	4	-7	10	-2	-0.7	4	-2	2.0
CCOC(=O)c1cc(S(=O)(=O)Nc2ccc(OC)cc2OC)cn1C	13	-2	-1	-13	4	-7	-2.4	3	3	1.0
O=[N+]([O-])c1ccccc1S(=O)(=O)NCCC1=CCCCC1	-15	-4	3	-7	4	-5	3.5	2	0	0.4
CCOc1ccc2nc(SCC(=O)NNC(=O)c3ccco3)c(C)cc2c1	11	-17	2	-5	-2	-2	-2.0	3	-7	0.3
COc1ccc2c(c1)c(CC(=O)OC(C)C(=O)N(C)C)c(C)n2C(=O)c1ccc(Cl)cc1 (configuration not stated)	-11	-2	3	-10	0	-5	1.4	-1	1	-0.7
O=c1c2c(n3nnnc3n1Cc1ccccc1)-c1ccccc1CC21CCCC1	6	6	2	0	-1	0	-1.1	1	2	-1.2
Cc1ccc(C(C)C)c(O)c1C(=O)O	13	2	3	-12	2	-5	-2.4	-3	4	-0.3
COc1ccc(-c2nnc(SCc3cccc(C)c3)n2N)cc1	14	-1	5	-15	2	-1	-3.1	-3	2	-0.8
Cc1cc(CC(=O)O)n(C)c1C(=O)c1ccc(Cl)cc1	13	-3	9.7*	-40	-3	-1	-2.4	3	-2	-0.9
Cc1ccc2nsnc2c1NC(=O)c1ccc([N+](=O)[O-])cc1	8	9	-1	7	-9	-1	-1.7	3	1	-0.4
Cc1cc2oc(=O)c3c(c2cc1OC(=O)c1ccco1)CCCC3	7	-3	6	-17	1	0	-1.3	4	-2	-0.2
Clc1ccc(CSc2ncn[nH]2)cc1	4	-2	-6	9	-1	-2	-0.7	-1	1	0.5
O=C1OC(c2ccccc2)=N/C1=C\C=C\c1ccco1	18	10	-2	7	1	-4	-3.5	-4	-2	0.4
COc1ccc(NC(=O)CSc2nc(O)cc(=O)[nH]2)c(OC)c1	6	-18	5	0	-1	-3	-1.1	5	0	-0.1
COc1cc(/C=C/C(=O)N[C@@H](Cc2c[nH]c3ccccc23)C(=O)O)ccc1O	19	-2	0	0	0	-2	-3.7	9	1	2.1
C[C@H](NS(=O)(=O)c1ccc(Cl)cc1)C(=O)OCC(=O)NCCc1ccc(S(N)(=O)=O)cc1	12	-6	-3	20	0	3	-3.0	0	-6	-2.9
COc1cc(OC)nc(NC(=O)NS(=O)(=O)c2ccc(OC(F)(F)F)cc2)n1	5	-12	0	-19	-4	-2	-1.0	4	-1	0.4
O=C(c1ccco1)N1CCN(c2c(-c3ccccc3)c3cc(Cl)ccc3[nH]c2=O)CC1	-10	10	6	-2	-10	-2	1.9	0	-3	-2.0
Cc1cccc(C(C(=O)NC2CCCC2)N(C(=O)c2csnn2)C2CC2)c1 (configuration not stated)	6	-6	0	1	-6	-7	-0.9	-1	0	-0.5

Additional structures:
SMILES	OPRM1-OPRD1 inv	RTF Ca sens inh	HTR5A ag ctr	HTR5A inv ctr	RTF Ca sens act	CAL-PDZ inh HTS	MOR-DOR ag	V-ATPase pHluor	Keap1 Nrf2 FP	LANA DNA inh
O=C(NC1=NCCS1)c1cccc(S(=O)(=O)N2CCOCC2)c1	3	-11	-1	3	-1	17	-0.9	4	-4	-0.7
COc1ccc(C)cc1-n1nnnc1SCC(=O)c1cc(C)n(Cc2ccco2)c1C	-5	-1	1	4	3	-1	0.8	3	-2	-1.0
CC(Sc1ccc(S(=O)(=O)N2CCOCC2)cn1)C(=O)Nc1ccc(Cl)cc1Cl (configuration not stated)	13	-3	-4	13	2	.	-2.5	7	-7	-0.7
Nc1ccc(-c2nc3ccccc3s2)cn1	15	-4	9	-23	-10	26	-2.9	5	1	-0.2
Cc1ccc(C2=NN(C(=O)CCl)C(c3cccs3)C2)o1 (configuration not stated)	-48	1	16*	-41	1	.	9.0	2	-4	-1.5
CC(C)Cn1c(N)c(C(=O)COC(=O)c2cc(F)cc(F)c2)c(=O)n(C)c1=O	-30	-3	2	-5	17	36*	5.8	7	-4	-2.6
Cc1nnsc1C(=O)NNc1c(Cl)cccc1Cl	8	-3	-3	4	3	.	-1.5	-5	1	-1.7
Cc1ccc(S(=O)(=O)N2CCN(C(=O)Cn3cnc4c3c(=O)n(C)c(=O)n4C)CC2)cc1C	.	-8	.	.	2	-3	.	-3	-5	2.3
COc1ccc(-c2c(C(C)=O)c(C)nc3sc4c(=O)n(-c5ccc(C)cc5)nnc4c23)cc1	5	-7	1	-36	2	-2	-0.9	8	-9	-0.5
COC(=O)CSC1=C(C#N)C(c2cccc(F)c2)CC(=O)N1 (configuration not stated)	14	-2	8	19	0	-1	-3.2	0	5	-1.1
CCCCOc1ccc(C(=O)C(CN2CCOCC2)c2ccccc2)cc1 (configuration not stated)	-30	6	10	0	1	-2	5.1	1	-3	0.7
O=C(NC1CCCC1)C(c1ccncc1)N(C(=O)c1csnn1)c1ccc(Cl)cc1 (configuration not stated)	16	-1	-2	-14	1	-2	-2.6	2	5	-0.4
CC(=O)Nc1ccc(/C=C/c2nc3ccccc3o2)cc1	18	-3	2	-7	11	-5	-3.9	1	0	0.8
COC(=O)[C@H](CC(C)C)NS(=O)(=O)N[C@@H](CC(C)C)C(=O)OC	8	-7	1	10	4	-6	-1.4	-1	0	-2.2
CC1(C)CCN(Cc2ccccc2)C1CC#N (configuration not stated)	-14	-5	0	-6	-5	12	2.6	4	4	-1.5
CCOC(=O)C1=C(COC(=O)COc2ccccc2C=O)NC(=O)NC1C (configuration not stated)	6	-4	0	0	-2	3	-1.3	-3	-1	0.1
Cc1ccccc1OCCC(=O)OCC(=O)NC1CCCC1	-3	-11	0	0	-2	-3	0.6	-3	2	1.1
O=C(Nc1ccc(N=Nc2ccccc2)cc1)c1ccccc1Cl	-18	-3	0	2	11	-4	3.5	-3	0	2.7
COc1ccc(N(CC(=O)NC2CCCC2)C(=O)c2ccc(C)s2)cc1OC	15	4	4	-10	-10	-10	-2.5	-3	2	-0.8
O=C(NCc1ccccc1)c1ccc2c(=O)[nH]c3c(C(=O)NCC4CCCO4)sc(=S)n3c2c1 (configuration not stated)	9	5	0	-1	0	-2	-1.8	-5	-5	-2.5
O=[N+]([O-])c1ccc(Cl)c(/C=N/NC(=S)Nc2ccccc2)c1	6	-3	-1	7	-2	-3	-1.2	1	2	1.5
CCOc1ccc(Oc2nc(C)cc(OC)n2)nn1	4	6	-1	-8	-3	0	-0.8	0	-2	3.2
CCCCn1c(SCC(=O)c2ccc3c(c2)OCCO3)nnc1-c1ccco1	5	12	1	2	6	-1	-0.8	-1	-6	0.9
CCCCCCCCCC(=O)N1c2ccccc2NC(=O)C1CC(=O)Nc1ccc(C(=O)O)cc1 (configuration not stated)	9	4	0	-1	-2	-4	-1.6	-2	-4	0.4
Cc1ccccc1-c1nnc(SCC(=O)NC2CCS(=O)(=O)C2)n1C (configuration not stated)	2	-2	-7	1	-1	-3	-0.6	2	2	1.4

Continued.
SMILES	OPRM1-OPRD1 inv	RTF Ca sens inh	HTR5A ag ctr	HTR5A inv ctr	RTF Ca sens act	CAL-PDZ inh HTS	MOR-DOR ag	V-ATPase pHluor	Keap1 Nrf2 FP	LANA DNA inh
O=C(CC(NS(=O)(=O)c1ccc(Cl)cc1)c1ccco1)N1CCc2ccccc21 (configuration not stated)	-15	-1	-2	-15	3	0	2.7	4	-1	0.2
CN(CC(=O)Nc1cccc(F)c1)C(=O)CN1C(=O)NC2(CCCCC2)C1=O	11	-8	5	-12	1	-1	-1.6	-1	-3	-1.1
Cn1c(/C=N/c2nc3ccccc3[nH]2)nc2ccccc21	11	-10	0	-47	-2	-9	-2.2	9	-3	-0.3
COc1ccc(-c2noc(C3CCCN(C(=O)c4ccc(C)cc4)C3)n2)cc1 (configuration not stated)	-1	6	5	-14	-1	-1	0.1	1	-2	1.8
CC(=O)c1c(C)oc2ccc(N(C(C)=O)S(=O)(=O)c3cccc4cccnc34)cc12	9	3	0	-1	-2	4	-1.6	2	-2	-15
COc1ccc(OC)c(NC(=O)Cc2ccc(NC3=NC4CS(=O)(=O)CC4S3)cc2)c1 (configuration not stated)	6	-5	-1	2	6	0	-1.0	1	-7	0.3
Cc1c(Cl)c([N+](=O)[O-])nn1CC(=O)NCc1ccc(Cl)cc1	9	-4	-2	5	3	-4	-1.7	2	-9	1.9
Cc1c(O)ccc(C(=O)CN2CCN(Cc3ccccc3)CC2)c1O	0	1	-2	8	-5	-6	0.1	-3	-2	0.3
O=C(Nc1ccnn1C1CCN(Cc2ccc(CO)o2)CC1)c1ccc2c(c1)OCO2	19	-2	1	-6	-4	-5	-3.5	4	-3	-1.4
CC(C)(C)N(Cc1ccccc1)C(=O)COC(=O)c1ccc(Br)o1	-4	3	0	1	-1	-5	1.0	0	1	-1.2
COC(=O)c1sc2nc3c(c(-c4cccs4)c2c1N)CCCC3	1	-5	1	-2	5	-4	-0.2	1	-9	0.3
O=C(c1ccco1)N1CCN(C(=O)c2[nH]ncc2[N+](=O)[O-])CC1	-10	1	3	-8	0	-1	1.7	-2	5	-2.9
CN(C)C1=NCCN1CCc1ccc(F)cc1	17	-2	-2	-21	5	0	-3.0	4	-5	-1.4
Cc1ccc(C(=O)Cc2cc3ccccc3oc2=O)c(C)c1	-5	-9	2	-9	4	8	0.9	-3	1	0.1
COCC(C)NC(=O)CSc1nc2ccccc2n1CCc1ccccc1 (configuration not stated)	-5	-6	-4	12	-4	-4	1.0	3	-3	-0.3
CCOC(=O)c1nnn(-c2nonc2N)c1CNc1ccccc1	17	3	-3	8	-2	-4	-3.3	-1	-2	-0.2
COc1cc(-c2cc(C(=O)O)c3cc4c(cc3n2)OCCO4)cc(OC)c1OC	10	5	7	19	1	-6	-1.8	2	-4	0.5
COc1ccc(C(C)NC(=O)c2ccc([N+](=O)[O-])cc2)cc1OC (configuration not stated)	9	-16	1	-3	-9	-1	-1.8	1	2	-0.2
O=C(Nc1ccc2ccccc2n1)c1ccccc1	11	-7	3	-11	-3	-2	-2.4	1	-3	-2.3
